HKDC1 inh = HKDC1 (human) hexokinase inhibition | recombinant HKDC1, G6PDH/diaphorase resazurin coupled fluorescence | inhibition, % at 20 µM | AID 493160 | 340,000 compounds, 0.16% hits | Q2TB90;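 active = inhibition above about 35% when tested at 20 µM, limit read from the data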;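 note: plate controls were DMSO wells with enzyme for no effect and DMSO wells lacking enzyme for full effect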
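Test system: recombinant HKDC1 (HK5) hexokinase enzyme, produced in-house / Doses: 20 µM test compound, 1% DMSO / Timing: 90 min, room temperature / Detection: G6PDH/diaphorase-coupled fluorescence, 1 mM NADP, 100 µM resazurin, 525/613 nm / Control set: DMSO wells with and without enzyme mix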
NR3A LBD binder = modulates the human NR3A ligand-binding domain. NR3A LBD differential scanning fluorimetry, Tm shift; 0% = protein alone, 100% = glycine-bound protein. Tm shift relative to glycine control, % at 25 µM. 340,000 compounds, 2.5% hits. AID 1259313;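 active = melting temperature shift of at least 10% of the positive control shift, at one fixed dose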
SENP6 inh = blocks the human protease SENP6; Recombinant SENP6 catalytic domain, aminoluciferin luminescence; inhibition, % at 10 µM; 330,000 compounds, 1.8% hits; AID 2599;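 active = inhibition above about 50% at the single tested dose, limit read from the data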;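 note: plate controls were DMSO wells with enzyme for no effect and DMSO wells lacking enzyme for full effect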
Target sequence (Q9GZR1 628-1112 limits assumed): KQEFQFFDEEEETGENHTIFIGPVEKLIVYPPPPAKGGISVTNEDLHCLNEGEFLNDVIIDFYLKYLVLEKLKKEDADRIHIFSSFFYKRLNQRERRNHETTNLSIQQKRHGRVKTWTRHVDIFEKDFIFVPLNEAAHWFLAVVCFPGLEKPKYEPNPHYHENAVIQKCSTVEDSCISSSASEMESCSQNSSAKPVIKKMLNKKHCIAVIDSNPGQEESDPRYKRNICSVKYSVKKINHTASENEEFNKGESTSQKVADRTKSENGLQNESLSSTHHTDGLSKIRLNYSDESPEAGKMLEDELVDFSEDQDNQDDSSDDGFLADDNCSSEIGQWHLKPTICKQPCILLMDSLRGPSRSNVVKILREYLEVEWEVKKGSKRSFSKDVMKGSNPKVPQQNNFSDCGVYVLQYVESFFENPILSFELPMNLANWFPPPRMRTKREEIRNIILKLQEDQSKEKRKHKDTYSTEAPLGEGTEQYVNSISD
SENP7 block = inhibitors of human SENP7 protease; recombinant SENP7, Z-RLRGG-aminoluciferin luminescence, 40 min; 330,000 compounds, 1.5% hits; Q9BQF6; inhibition, % at 5 µM;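 active = inhibition above about 50% at the single test dose, limit read from the data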;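 note: plate controls were DMSO with enzyme for no effect and no enzyme buffer wells for full effect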
MPTP block = blocks calcium-induced mitochondrial swelling; isolated mouse mitochondria, Ca2+ swelling absorbance, 30 min; inhibition, % at 10 µM; 360,000 compounds, 1.4% hits; AID 602449;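 active = inhibition of 50% or more, scaled per plate between neutral and stimulator controls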;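 note: 0% = DMSO wells given calcium and 100% = 1 mM EGTA wells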
SENP8 block = blocks human SENP8 cleavage of Nedd8 substrate; Q96LD8; recombinant SENP8, Nedd8 substrate fluorescence; inhibition, % at 20 µM; 360,000 compounds, 0.64% hits; AID 602440; in the data active = inhibition mostly above about 40%, no sharp cut-off; inactive = mostly below about 27%
ATG4B inhibitor = blocks human ATG4B protease cleavage of LC3 substrate; Q9Y4P1; ATG4B cleavage of LC3-PLA2, NBD-HPC fluorescence, 1 h; inhibition, % at 8.33 µM; 340,000 compounds, 0.51% hits; AID 504462; in the data active = inhibition above about 40%
Target sequence (Q9Y4P1 whole entry, looked up): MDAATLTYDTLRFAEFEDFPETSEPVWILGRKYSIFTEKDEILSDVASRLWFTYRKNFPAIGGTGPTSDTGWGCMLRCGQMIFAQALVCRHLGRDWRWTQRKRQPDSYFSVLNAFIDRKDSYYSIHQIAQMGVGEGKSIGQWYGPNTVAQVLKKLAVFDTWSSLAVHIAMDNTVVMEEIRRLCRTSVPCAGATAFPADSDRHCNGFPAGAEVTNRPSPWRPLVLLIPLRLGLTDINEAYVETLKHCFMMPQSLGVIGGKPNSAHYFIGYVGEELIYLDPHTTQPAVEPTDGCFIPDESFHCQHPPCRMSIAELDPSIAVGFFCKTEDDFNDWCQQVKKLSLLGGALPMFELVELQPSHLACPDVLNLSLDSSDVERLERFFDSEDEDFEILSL
PfG6PD inh = PfG6PD (Plasmodium falciparum) enzyme inhibition | 350,000 compounds, 0.78% hits | PfGluPho enzyme, NADPH resazurin-diaphorase fluorescence | inhibition, % at 20 µM | AID 504690;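 active = inhibition reaching at least a set limit at 20 µM in the primary screen, cut at about 59% in these data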;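 note: 0% = DMSO wells with substrate and 100% = DMSO wells lacking glucose-6-phosphate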
Numbers without * were called inactive; . = no result given.

Under each structure – HKDC1 inh	NR3A LBD binder	SENP6 inh	SENP7 block	MPTP block	SENP8 block	ATG4B inhibitor	PfG6PD inh
- Cc1ccc(NC(=O)CN2CCc3cc4c(cc3C2C)OCCCO4)cc1 (stereo unspecified)
    -1.7	-4.9	-4.7	9.5	1.3	2.6	-0.8	4.0
- O=C(Cn1c(=O)[nH]c2sc3c(c2c1=O)CCCC3)NCC1CCCO1 (stereo unspecified)
    -1.0	0.9	-8.3	5.3	-0.6	-24.6	2.0	-1.9
- Cc1cc(-c2csc(N)n2)c(C)n1-c1ccccc1
    -2.6	-3.1	4.2	-8.3	0.6	0.5	18.9	18.1
- C=C(C1=CCN(S(=O)(=O)C(C)(C)C)[C@H]1CCO)c1ccccc1
    -2.2	2.5	.	.	-0.2	6.5	-3.8	6.4
- O=C(COC(=O)c1cc(S(=O)(=O)N2CCOCC2)cs1)c1ccccc1
    2.2	1.5	-4.5	-9.0	1.2	8.5	8.1	-7.0
- CCOc1ccc(-c2noc(CCCC(=O)NC3CCCCC3)n2)cc1OC
    -6.8	-0.4	-20.4	2.8	0.9	12.2	1.1	3.7
- COc1ccc(C(C(C(=O)c2ccco2)N2CCOCC2)N2CCOCC2)cc1 (stereo unspecified)
    -7.3	2.1	11.5	-2.6	0.9	-13.9	4.3	-13.7
- CN(C)c1ccc(C2Nc3ccccc3C(=O)N2CCCN2CCOCC2)cc1 (stereo unspecified)
    -0.9	-1.2	-0.5	-8.3	-0.8	-167.7	5.0	-12.6
- CCCC(=O)N1CCc2[nH]c3ccccc3c2C1
    6.4	0.5	-3.6	1.6	-0.8	-46.4	-7.8	5.7
- Cc1ccccc1NCC(=O)N/N=C/C(Br)=C/c1ccccc1
    -7.2	9.9	-12.8	-5.1	5.1	9.5	-29.0	2.2
- O=C(CC1C(=O)N(c2ccccc2)C(=O)N1Cc1ccco1)Nc1ccccc1 (stereo unspecified)
    -5.1	-11.5	-9.0	-9.7	0.0	3.4	-7.1	-4.3
- Cc1cccc(NC(=O)C2CCN(S(=O)(=O)c3c(C)noc3C)CC2)c1
    -0.9	0.0	-19.6	-0.5	-1.2	13.5	-6.2	2.9
- COc1cc(C(c2nnnn2C2CCCC2)N2CCc3ccccc3C2)ccc1O (stereo unspecified)
    0.9	2.0	0.8	2.8	-1.1	12.0	-6.3	-14.4
- Cc1cc2c3c(c1)C(C)(c1ccccc1)CC(C)(C)N3C(=O)C21C(C#N)=C(N)OC2=C1C(=O)CC(C)(C)C2 (stereo unspecified)
    -2.3	-7.7	-4.0	6.8	-2.0	13.8	-6.0	22.1
- O=C(OCc1nc2ccsc2c(=O)[nH]1)c1ccc(Cl)nc1
    -4.6	1.0	-9.2	-5.1	-1.6	3.9	7.7	10.8
- O=C(c1ccccc1)n1ccc2ccccc21
    -4.8	5.5	22.6	19.1	0.7	14.7	14.2	1.2
- Cc1c(/C=N/O)c2ccccn2c1C(=O)c1ccc(F)cc1
    4.4	2.2	-26.5	-13.2	0.0	-59.3	1.4	76.4*
- COC(=O)c1ccc(-n2nnnc2SC)cc1
    3.6	2.0	-14.0	-5.1	1.6	29.0	-1.9	43.1
- CCOC(=O)C(=O)NNc1ccc(Cl)cc1
    -6.6	-1.5	-4.1	-7.7	1.4	13.6	-9.1	18.4
- C=CCOC(=O)C1=C(C)Nc2ncnn2C1c1cccs1 (stereo unspecified)
    0.9	0.0	-12.6	8.8	-1.5	9.3	-2.8	50.9
- COc1cccc(C(=O)N(Cc2ccco2)Cc2cc3cccc(C)c3[nH]c2=O)c1
    -4.1	-2.1	3.6	-5.9	3.1	-43.4	-13.9	0.4
- COc1ccc(CNC(=O)C2CCCN(c3ncnc4c3nc3n4CCCCC3)C2)cc1 (stereo unspecified)
    7.0	-2.6	3.0	6.6	1.3	4.5	4.5	-9.2
- CCOc1ccc(/C=N/NC(=O)Cc2ccccc2)cc1CN1CC2CC(C1)c1cccc(=O)n1C2 (stereo unspecified)
    -0.4	-4.3	-12.8	7.7	-0.3	-14.1	0.7	-2.1
- O=C1CCC(=O)N1c1ccc(S(=O)(=O)Nc2cccc(Br)c2)cc1
    -4.8	0.4	-18.6	2.5	-0.4	2.4	0.8	-6.7
- O=C(CCS(=O)(=O)c1ccc(Br)cc1)N1CCCCCC1
    2.1	-1.3	-10.3	3.6	0.0	-5.0	7.0	1.1
- CCOc1ccc(S(=O)(=O)NC2CCCCC2C)cc1 (stereo unspecified)
    4.4	3.3	-4.1	-10.7	0.6	7.5	4.1	-16.4
- CN1CCSc2ccc(C(=O)Nc3cccc(F)c3)cc21
    -5.0	-2.5	94.2*	90.3*	4.5	-418.0	-4.0	63.5*
- CCOC(=O)c1cnc(-c2ccccc2)nc1Oc1ccc(Cl)c(Cl)c1
    3.9	-0.2	-13.4	17.5	0.4	7.1	-6.2	-4.8
- CCN(CC)C(=O)C(Oc1ccc(S(=O)(=O)N2CCCC2)cc1[N+](=O)[O-])c1ccccc1 (stereo unspecified)
    1.6	7.8	-18.9	3.9	0.5	10.4	-7.1	-10.8
- Cc1ccc(-c2nnc3ccc(SCC(=O)N4CCc5ccccc54)nn23)cc1
    2.5	0.4	8.8	-0.2	0.2	-85.2	-3.0	-9.4

Part of the list above, limited to NR3A LBD binder, HKDC1 inh and MPTP block:
molecule	NR3A LBD binder	HKDC1 inh	MPTP block
COc1ccc(C(C(C(=O)c2ccco2)N2CCOCC2)N2CCOCC2)cc1 (stereo unspecified)	2.1	-7.3	0.9
CN(C)c1ccc(C2Nc3ccccc3C(=O)N2CCCN2CCOCC2)cc1 (stereo unspecified)	-1.2	-0.9	-0.8
CCCC(=O)N1CCc2[nH]c3ccccc3c2C1	0.5	6.4	-0.8
Cc1ccccc1NCC(=O)N/N=C/C(Br)=C/c1ccccc1	9.9	-7.2	5.1
O=C(CC1C(=O)N(c2ccccc2)C(=O)N1Cc1ccco1)Nc1ccccc1 (stereo unspecified)	-11.5	-5.1	0.0

The list goes on:
Under each structure – HKDC1 inh	NR3A LBD binder	SENP6 inh	SENP7 block	MPTP block	SENP8 block	ATG4B inhibitor	PfG6PD inh
- COc1ccc(C(=O)OCCN2C(=O)c3ccccc3C2=O)cc1
    -7.6	0.4	-10.8	-3.2	0.2	12.9	7.5	9.5
- CSCCC(NC(=O)c1ccccc1Br)C(=O)NNC(=O)c1ccco1 (stereo unspecified)
    -4.2	0.4	-24.1	-8.6	-0.6	4.0	5.7	-18.8
- CCc1cc2c(=O)oc(-c3ccc(F)cc3)nc2s1
    3.2	1.6	35.5	26.1	2.0	-84.8	-5.1	18.5
- CCN1C(=O)[C@H]2[C@@H](c3ccc(C)cc3)N3C(=O)N(c4ccccc4)C(=O)[C@@]3(Cc3ccc(Cl)cc3)[C@H]2C1=O
    -0.4	-4.4	-13.2	-12.6	1.0	-8.2	-5.4	16.9
- CC(C)C[C@H]1C(=O)N2CCC[C@H]2[C@]2(O)O[C@](NC(=O)C3C=C4c5cccc6[nH]c(Br)c(c56)C[C@H]4N(C)C3)(C(C)C)C(=O)N12 (stereo partly specified)
    -0.9	-8.0	3.6	1.8	-1.1	-94.5	-14.1	23.6
- CCCOc1ccc(/C=N/NC(=O)CSCc2ccc([N+](=O)[O-])cc2)cc1OCC
    10.3	-3.1	-6.8	4.5	2.6	20.2	-6.3	1.6
- CC1CCCC(C)N1C(=O)C1CC(c2ccc(F)cc2)=NO1 (stereo unspecified)
    11.4	1.5	-14.2	-4.5	-3.0	7.9	0.8	-3.1
- CN1C(C)(C)c2ccccc2OS1(=O)=O
    3.3	0.6	-15.6	3.0	-0.1	7.2	2.8	3.1
- CCOC(=O)c1c(S(=O)(=O)NCCc2cccs2)c(C)n(C)c1C
    -8.6	-1.2	-10.3	5.5	-0.6	6.7	7.0	-4.3
- O=C(NCCC(=O)N1CCN(c2ncccn2)CC1)c1ccccc1
    -12.1	-1.9	-6.2	1.4	1.5	2.4	-2.3	5.3
- Cc1ccc(NC(=S)NCC2CCN(C(C)c3ccccc3)C2)cc1C (stereo unspecified)
    -3.7	-3.5	-8.5	6.6	1.1	26.3	-1.8	-13.7
- C[C@@]12CCC3[C@@](CCC4[C@@]3(C)CCC[C@@]4(C)C(=O)O)(CC1=O)C2 (stereo partly specified)
    -3.1	-1.5	-9.7	-2.8	0.7	18.1	-5.7	-53.8
- COc1ccc(Nc2nc(N)nc(CN3CCc4ccccc4C3)n2)cc1
    5.1	-2.2	6.0	6.1	-0.7	43.6*	-3.1	7.5
- Cc1ccc(CNC(=O)CS(=O)(=O)Cc2nc(-c3ccccc3F)oc2C)cc1
    5.2	-4.0	7.8	1.0	0.7	0.8	-9.3	-13.0
- COc1ccccc1NC(=O)NCC1(N(C)C)CCCCC1
    -7.0	-2.0	-4.3	-2.7	-2.6	14.3	-7.4	-6.3
- CCCN(CC(=O)Nc1cccc(S(N)(=O)=O)c1)CC(=O)Nc1ccc(F)c(F)c1F
    -3.2	-0.4	16.8	4.8	1.6	12.3	-9.5	11.8
- CCS(=O)(=O)c1nc2ccccc2n1CC(=O)N1CCCCC1
    1.1	-2.6	6.7	-6.7	0.5	26.2	0.2	6.0
- NC(=O)CSc1nnc(-c2cnccn2)n1Cc1ccco1
    0.6	0.0	-15.4	5.5	-0.3	7.0	1.5	-2.1
- N#CC1=C(SCc2ccccc2Cl)NC(=O)C(C(N)=O)C1 (stereo unspecified)
    -2.6	0.6	-11.6	-6.4	1.1	8.6	-1.3	-9.2
- O=C(Cn1c(=O)n(-c2ccc(F)cc2)c(=O)c2sccc21)c1ccccc1
    10.8	7.1	5.9	-1.3	-1.7	7.7	7.7	-12.7
- Cc1ccc(C)c(NC(=O)NNC(=O)CCc2ccccc2)c1
    -1.9	-2.1	9.2	-7.5	-0.2	-0.8	-6.1	-6.0
- CSCCC(NS(=O)(=O)c1ccc(Cl)c(Cl)c1)C(=O)O (stereo unspecified)
    -9.7	2.4	-11.8	-3.5	-1.7	15.7	-9.2	-5.3
- CCN1CCN(S(=O)(=O)c2ccc(Cl)c(C(=O)N(C)Cc3ccco3)c2)CC1
    -2.6	1.0	0.1	2.0	-3.8	4.4	-6.2	2.5
- O=C(OCCN1C(=O)CCC1=O)c1ccc(S(=O)(=O)N2CCCCC2)cc1
    -3.7	3.6	-21.0	-5.9	-0.9	16.5	-0.5	3.3
- CCOC(=O)N1CCN(C(=O)c2cn(CC)c3ccc(S(=O)(=O)N4CCOCC4)cc3c2=O)CC1
    -8.0	-3.3	-3.7	-1.6	-0.4	20.8	-4.5	-5.5

Looked up one by one from above:
Under each structure – HKDC1 inh	NR3A LBD binder	SENP6 inh	SENP7 block	MPTP block	SENP8 block	ATG4B inhibitor	PfG6PD inh
- NC(=O)CSc1nnc(-c2cnccn2)n1Cc1ccco1
    0.6	0.0	-15.4	5.5	-0.3	7.0	1.5	-2.1
- CCOC(=O)c1cnc(-c2ccccc2)nc1Oc1ccc(Cl)c(Cl)c1
    3.9	-0.2	-13.4	17.5	0.4	7.1	-6.2	-4.8

Assay outcomes: PubChem, Sanford-Burnham Center for Chemical Genomics
